MT1-MMP act inh – blockers of MT1-MMP proenzyme processing, primary screen, HT1080 RFP-PRO-GFP cells, GFP/RFP fluorescence; Matrix metalloproteinase-14 (Homo sapiens), P50281; GFP/RFP ratio fluorescence, overnight; percent of plate control window, DMSO zero; GFP/RFP ratio change, % at 20 µM; 360,000 compounds, 0.061% hits; AID 651647, 2012;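 active = GFP/RFP ratio change of at least 30% with cell ATP level not reduced by more than half and red fluorescence within 50% of control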; also: strong numbers were not always called active
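Test system: HT1080 RFP-PRO-GFP cells; Benchmarks: DMSO and RFP-L50D-GFP cell wells; Timing: cells overnight before dosing, compound overnight, 37 °C, 5% CO2; Compound: one 20 µM compound dose with 1% DMSO; Read-out: GFP/RFP fluorescence ratio.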
MsrA inhibitor – bovine MsrA enzyme inhibitors, primary screen, biochemical, absorbance, HTS. purified bovine MsrA, absorbance read-out. inhibition, % at 15.5 µM. 360,000 compounds, 0.75% hits; in the data active = inhibition above about 4.5%;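 also: 0% = vehicle wells with enzyme and 100% = reference inhibitor wells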
SKN-1 block – suppressors of acrylamide-induced Pgst-4::GFP reporter in worms, primary screen, SKN-1 inhibitor project, whole organism, uHTS, GFP/RFP fluorescence ratio, strain VP596; 360,000 compounds, 0.49% hits; C. elegans VP596 Pgst-4::GFP/RFP ratio, 24 h; inhibition, % at 21.8 µM; AID 624304, 2012;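 active = interference check ratio from 0.5 to 1.5 plus GFP to RFP signal ratio inhibition reaching or exceeding a fixed threshold, cut at about 30% in these data, passing the limit was not always enough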; also: some compounds called inactive have numbers as strong as hits
TbMetRS inhib – T. brucei MetRS inhibitors, primary screen, biochemical, luminescence; purified T. brucei MetRS, ATP depletion, Kinase-Glo luminescence; inhibition, % at 11.9 µM; 360,000 compounds, 0.4% hits; AID 624268, 2012;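 active = inhibition above a per-plate cutoff of the control wells' mean inhibition plus 3 SD, cut at about 5.5% in these data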;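 also: 0% = DMSO wells median and 100% = median of wells with control inhibitor compound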
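Assay system: T. brucei methionyl-tRNA synthetase, purified | Medium: HEPES buffer with MgCl2, KCl, DTT, spermine, BSA, pyrophosphatase | Compound: 11.9 µM single point | Incubation: 15 min enzyme-compound preincubation, 2 h reaction, 10 min detection, 25 °C | Measured by: Kinase-Glo luciferase luminescence reporting remaining unconsumed ATP | Measure: % inhibition normalized to control-well medians | Replication: Singlicate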
FAS TE block – FAS thioesterase domain inhibitors, primary screen, biochemical, fluorescence intensity, uHTS; Fatty acid synthase (Homo sapiens), P49327; recombinant FAS-TE, OMFH fluorogenic substrate, fluorescence endpoint; inhibition, % at 15 µM; 360,000 compounds, 0.67% hits; AID 602261, 2012;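 active = compounds whose normalised, plate-corrected inhibition of enzyme fluorescence in the single-dose primary screen is 50% or more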;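 also: 0% = DMSO with enzyme and 100% = substrate without enzyme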
eLon inh – inhibitors of E. coli Lon protease, primary screen, biochemical, fluorescence polarization | P0A9M0 | purified E. coli Lon protease | inhibition, % at 7.94 µM | 360,000 compounds, 0.42% hits | AID 602123, 2011; in the data active = inhibition above about 13%, passing the limit was not always enough;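 also: 0% = enzyme with probe and DMSO and 100% = no enzyme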
MsrA act – bovine MsrA enzyme activators, primary screen, biochemical, absorbance, HTS | activation, % at 10.6 µM | AID 602163, 2012 | 360,000 compounds, 0.3% hits | purified bovine MsrA, absorbance read-out; in the data active = activation above about 7.5%;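 also: 0% = vehicle and 100% = reference activator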
MLLE-PAM2 inh – inhibitors of PABP1 MLLE–PAM2 peptide binding, primary screen, biochemical, fluorescence polarization, FITC-PAM2, GST-MLLE. Polyadenylate-binding protein 1 (Homo sapiens), P11940. inhibition, % at 20 µM. 360,000 compounds, 0.36% hits; in the data active = inhibition above about 35%, passing the limit was not always enough;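 also: plate controls were DMSO wells with GST-MLLE for no effect and wells lacking GST-MLLE protein for full effect; some results filed as inactive read as strong as hits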
NRP1-CendR mod – modulators of CendR peptide binding to NRP-1, primary screen, biochemical, fluorescence polarization, uHTS; Neuropilin-1 (Homo sapiens), O14786; FAM-RPARPAR peptide binding to NRP-1; inhibition, % at 25 µM; 360,000 compounds, 0.85% hits;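 active = inhibition or corrected inhibition above about 18%, plus a signal ratio from 0.5 to 1.5, limit read from the data, passing the limit was not always enough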; also: strong numbers were not always called active
An asterisk follows results filed as active; . = no result given.

SMILES	SKN-1 block	MsrA inhibitor	MLLE-PAM2 inh	FAS TE block	NRP1-CendR mod	eLon inh	TbMetRS inhib	MsrA act	MT1-MMP act inh
COc1ccc2c(CC(=O)NNC(=O)c3ccc(O)cc3)coc2c1	11.9	0.6	-1.3	-6.3	-6.3	-11.2	0.4	-1.6	0.3
CCSc1ccc([C@@H]2[C@@H]3C(=O)N(C)C(=O)[C@@H]3[C@]3(C(=O)OC)CCCCN23)cc1OC	-7.5	-1.3	8.2	6.2	5.5	-9.7	-0.2	-2.6	-1.0
COc1ccc(S(=O)(=O)N2CCCCCC2)cc1C(=O)N(C)CC(=O)Nc1ccccc1Br	4.3	2.0	-1.5	0.1	1.4	12.2	-0.6	-7.9	1.0
O=C(Nc1nnc(C2CC2)s1)C1=NN(C2CCS(=O)(=O)C2)C(=O)CC1 (centres undefined)	9.6	-0.9	-9.7	-4.8	4.3	-5.2	-0.2	-2.2	2.4
O=C(NCc1ccccc1)c1cc(C2CCCN(C(=O)c3ccc4c(c3)CCO4)C2)on1 (centres undefined)	-6.7	0.0	-3.1	-5.7	0.1	-1.2	0.5	0.8	-1.1
N#CN=C1CCCCCN1CC(N)=O	-1.5	-0.3	-8.5	-7.9	-13.9	-9.0	-1.0	-0.7	-7.9
COc1cc(/C=C/CN2CCN(CCC(C)C)C(CCO)C2)ccc1O (centres undefined)	-6.0	0.6	6.1	-4.6	6.7	-3.0	-0.7	-2.7	0.2
COc1ccc(N2C(=O)c3ccccc3NC2c2cccnc2)cc1 (centres undefined)	4.4	1.3	2.8	-6.5	13.7	-1.9	0.2	-3.4	0.4
Cc1[nH]c2ccccc2c1/C=N\NC(=O)CNc1ccc2c(c1)OCO2	0.8	2.0	4.9	-4.7	-3.7	2.2	-0.4	-3.6	-3.4
Cc1ccc(N2C(=O)CC3(CC4C=CC3C4)C2=O)cc1 (centres undefined)	3.3	0.2	-13.4	1.6	6.5	-0.8	-0.1	-0.8	1.0
CC(=O)c1c(C)[nH]c(C(=O)Nc2cccc(S(=O)(=O)N3CCOCC3)c2)c1C	6.4	0.2	4.3	1.4	2.7	-0.8	-0.2	-8.3	14.5
Cc1ccc(-c2nn(C)c(=O)c3ccccc23)cc1CNC(=O)CN1CCOCC1	-5.7	0.3	5.6	-10.5	1.1	-1.1	-2.2	-6.0	-3.4

Two neighbouring compounds out of the list so far:
SMILES	SKN-1 block	MsrA inhibitor	MLLE-PAM2 inh	FAS TE block	NRP1-CendR mod	eLon inh	TbMetRS inhib	MsrA act	MT1-MMP act inh
CC(=O)c1c(C)[nH]c(C(=O)Nc2cccc(S(=O)(=O)N3CCOCC3)c2)c1C	6.4	0.2	4.3	1.4	2.7	-0.8	-0.2	-8.3	14.5
Cc1ccc(-c2nn(C)c(=O)c3ccccc23)cc1CNC(=O)CN1CCOCC1	-5.7	0.3	5.6	-10.5	1.1	-1.1	-2.2	-6.0	-3.4

New compounds follow.
SMILES	SKN-1 block	MsrA inhibitor	MLLE-PAM2 inh	FAS TE block	NRP1-CendR mod	eLon inh	TbMetRS inhib	MsrA act	MT1-MMP act inh
CCOC(=O)CN1CC23C=CC(O2)C(C(=O)Nc2ccc(OC)cc2OC)C3C1=O (centres undefined)	-0.9	-1.0	-6.5	-0.5	0.1	-4.2	0.2	-2.4	1.0
COc1cc2c(cc1OC)CN(C(=O)c1ccc(OC)c(S(=O)(=O)N3CCOCC3)c1)CC2	13.0	0.1	-3.4	-7.9	16.6	-1.6	0.1	-4.7	-1.4
COC(=O)c1ccc(CNC(=O)COC(=O)CCC2CCCC2)cc1	2.2	-0.1	4.3	-15.4	-7.1	-20.4	-0.5	-5.5	0.1
S=C(Nc1ccccc1Cl)NC1CCCCCC1	0.6	1.3	7.7	3.2	4.0	-1.8	-0.4	-3.2	-3.3
S=C(NCc1cccnc1)c1ccccc1	14.6	-0.5	-7.1	-1.3	2.6	-0.5	-0.7	-1.1	1.4
Cc1csc(SCC(=O)Nc2ccccn2)n1	1.1	1.6	8.1	-9.9	7.4	-10.7	-0.8	-2.6	1.9
CC(C)(C)NC(=O)c1cc(Cl)ccc1[N+](=O)[O-]	12.8	-0.6	14.4	-2.4	10.0	0.4	0.3	-2.6	-0.3
CN1CCN(C(=O)c2cccc3c(-c4ccc(F)c(F)c4)coc23)CC1	7.4	.	-1.8	0.2	-2.3	-10.5	0.0	1.9	4.2
COc1ccc(C2/C(=C(/O)c3ccc4c(c3)CC(C)O4)C(=O)C(=O)N2CCCn2ccnc2)cc1OC (centres undefined)	14.7	1.1	9.1	-4.8	0.5	4.0	0.6	-2.6	-3.0
Cc1ccc(OCCC(=O)OCC(=O)Nc2cc(C)cc(C)c2)cc1	32.0	-0.1	4.7	6.6	-2.4	-12.5	-0.2	-5.3	0.6
COc1ccc(/C=C/C(=O)OCC(=O)c2c(N)n(C)c(=O)n(C)c2=O)c(OC)c1	4.2	0.1	-21.0	-1.7	6.0	2.9	-0.7	-8.7	-1.4
CCN(CC)C(=O)C(=O)c1c(-c2ccccc2)[nH]c2ccccc12	0.2	2.0	9.5	-9.3	-8.7	-4.4	0.3	-5.0	2.2
Cc1cc(=O)c2n(Cc3ccc(Cl)cc3)nc[n+]2[nH]1	0.9	-1.1	-8.8	-4.6	5.6	-1.5	-0.3	-1.9	1.7
COc1ccc(NC(=S)N2CCCC2)cc1	1.3	-0.7	-97.6	-5.2	-10.2	0.3	0.2	-3.5	3.8
Cc1ccc(-c2nnn(CC(=O)N(c3cccc(O)c3)C(C(=O)NC(C)(C)C)c3cccs3)n2)o1 (centres undefined)	6.8	.	10.2	-1.4	-11.6	-1.7	-0.1	-6.3	-4.5
COc1ccc(S(=O)(=O)NCCc2csc(-c3cccnc3)n2)cc1	2.0	-0.1	-1.6	-7.9	-6.3	-7.2	-0.3	-3.6	-0.3
CCN1c2ccccc2-c2nc3ccccc3n2C1c1ccncc1 (centres undefined)	-10.0	0.1	-0.3	-3.3	-4.5	-1.1	-0.2	-2.1	-2.6
COc1ccc(-c2nnc(S/C(=C/c3ccc(Cl)cc3)C(=O)O)o2)cc1	9.8	2.0	-0.1	0.6	-1.6	-3.5	-0.4	-2.0	-0.2
CC(OC(=O)CCC(=O)N1CCN(S(=O)(=O)c2ccc3ccccc3c2)CC1)C(=O)NC(N)=O (centres undefined)	-6.8	-0.3	12.5	0.4	5.3	7.2	-0.8	-11.1	.
COc1cccc(NC(=O)NC(=O)c2c(C)cc(Cl)nc2Cl)c1	-3.6	0.1	15.2	-3.6	-5.7	1.5	0.2	0.1	-6.3
CC1Cc2ccccc2N1Cc1cc(=O)c(OCC(=O)NCCc2ccccc2)co1 (centres undefined)	6.0	-0.7	-7.2	3.3	1.6	-2.9	0.1	-3.3	-2.8
CC(CN(C)Cc1ccccc1)OC(=O)c1ccc2c(c1)OCCO2 (centres undefined)	13.5	-0.2	1.4	12.7	-3.6	-4.8	0.3	-2.3	-0.1
CC(=O)c1ccc(NC(=O)Cn2nc(C)cc2C)cc1	-4.3	0.8	4.9	-4.7	-0.9	-11.2	1.0	-0.8	1.6
CCCCn1c(N)c(N(CC(C)C)C(=O)COc2cc(C)ccc2Cl)c(=O)[nH]c1=O	-2.5	-0.1	-7.6	-4.8	-7.3	-8.1	-0.2	0.3	0.3
C/C=C(\C)C(=O)OC1[C@H](OC(C)=O)C2(CO)C(CC1(C)C)C1=CCC3C4(C)CCC(O[C@@H]5O[C@H](C(=O)O)[C@@H](O[C@@H]6O[C@H](CO)[C@@H](O)[C@H](O)[C@H]6O)[C@H](O)[C@H]5O[C@H]5O[C@H](CO)[C@@H](O)[C@H](O)[C@H]5O)[C@](C)(CO)C4CCC3(C)[C@]1(C)C[C@H]2O (some centres undefined)	7.5	.	-8.0	-1.9	-11.4	-2.5	-1.1	-2.6	-4.6
COc1ccc(/C=N/Nc2nc(-c3cccc(S(=O)(=O)N4CCCC4)c3)cs2)cc1OC	10.6	0.0	-53.4	1.5	4.4	-0.1	0.5	-1.3	-2.0
Cc1cc(S(=O)(=O)N2CCCC2)ccc1OCC(=O)NC1CCCC1	-3.7	1.4	1.9	-1.1	-5.8	-5.6	-0.6	-6.6	7.3
Cc1ccc2[nH]c(=O)c3cc(C(=O)N(C)C4CCCCC4)sc3c2c1	0.4	1.5	-12.8	0.0	-6.3	-2.9	-0.2	-12.6	.
CCNC(=O)C1CCCN(C(=O)c2ccc(OC(F)F)cc2)CC1 (centres undefined)	12.8	0.1	1.6	-7.7	0.0	-7.4	-0.1	-1.4	1.7
COc1ccc(C(=O)N/N=C(/C)c2ccc(N3CCCCC3)cc2)cc1	-4.6	2.6	1.1	-9.4	13.5	-21.5	-0.3	-1.3	6.5
CCNCC(O)COCC(O)CNCC (centres undefined)	7.2	-1.1	6.5	-5.9	15.4	0.7	-0.4	1.7	5.1
Cc1ccc(S(=O)(=O)N2CCN(c3ccccn3)CC2)cc1	-7.4	-0.4	-3.8	15.1	9.8	5.3	0.4	-1.4	0.6
CN(C)c1ccc(CNc2nc3ccccc3n2C)cc1	12.4	-0.9	-7.1	-3.0	2.6	-10.7	-0.2	0.4	2.5
CCc1c(C(=O)NCc2cnn(C)c2)csc1C	0.2	-1.2	18.9	-9.4	9.7	5.6	-0.5	1.1	-0.2
O=C(CSC1CC(=O)N(CCc2ccccc2)C1=O)Nc1ccc(Cl)cc1 (centres undefined)	5.8	1.3	18.0	-1.1	11.0	3.3	0.7	-6.7	5.3
CSCCC(NC(=O)C1CCC(C)CC1)C(=O)NCCN1CCC(C)CC1 (centres undefined)	-6.0	-1.0	-2.3	0.4	1.6	-3.9	-0.4	0.3	7.5
Cc1ccc(O)c(-c2cc(C(=O)NCc3ccccc3)[nH]n2)c1	5.3	0.1	-2.0	-7.7	5.0	8.9	0.0	-2.2	15.9
Cc1cc(C)c(S(=O)(=O)c2ccccc2)c(Cl)n1	5.9	-1.2	6.0	-2.0	1.0	4.7	-0.4	-3.0	4.9
Cc1ccccc1N=C(NO)c1cccnc1	-17.3	0.7	14.2	-6.4	0.0	0.6	-0.4	-6.5	-0.4
CCCCCn1c(N)c(C#N)c2nc3ccccc3nc21	17.1	0.8	2.2	9.2	3.5	-1.9	4.5	-1.1	-25.5
CCc1nc2c(OCc3ccc(C(F)(F)F)cc3)cccn2c1N(C)C(=O)C1CC1	-0.2	0.0	-9.6	7.7	-8.2	-6.0	-0.1	0.5	-6.0
COc1ccc(-c2cc(C(=O)NCc3cccc(C(F)(F)F)c3)[nH]n2)c(C)c1	8.4	-0.7	6.3	17.2	6.6	1.2	-0.1	1.2	3.2

From PubChem
